Screening data from PubChem BioAssay.
HP1b binding inh: blocks HP1-beta chromodomain binding to methylated histone tails. Potency, µM (titrated, usually from 114 µM), without a hit: top-dose activity change, negative = inhibition, hits mostly inhibitors. AlphaScreen HP1-beta / biotin-H3K9me3 peptide binding. P83916. hit rate 0.56% among 390,000; further: potency means the concentration at half of the fitted maximal effect; nearly all actives have a fitted effect of over 70% in size; inactives centre near 23
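HP1-beta protein (50 nM final) preincubated 30 min at room temperature with biotinylated H3(1-18)K9me3 peptide (50 nM) in PBS pH 7.4, 0.01% Tween-20, then compound added for 30 min. AlphaScreen streptavidin donor/nickel chelate acceptor beads (10 ug/mL final), 30 min dark, luminescence read.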
G9a inh: inhibitors of human histone lysine methyltransferase G9a | Q96KQ7 | G9a H3K9 monomethylation, AlphaScreen, 2 h | Potency, µM (top dose mostly 102 µM), for the others: top-dose activity, negative = inhibition, most hits filed as inhibitors | hit rate 8.8% among 350,000 | AID 504332; further: potency means the concentration at half of the fitted maximal effect; on the % scale 0 is the no-effect control and ±100 the full control effect; nearly all actives have a fitted effect of over 75% in size
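Enzyme 20 nM + cpd, 15 min RT; add b-H3K9 pep 500 nM / SAM 20 uM; 2 h RT; anti-H3K9me1 Ab 0.5 ug/mL + SA donor / anti-rabbit acceptor beads 20 ug/mL each, 10 min; AlphaScreen read.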
Pin1 inhibitor: inhibitors of human Pin1 | Pin1 FP peptide displacement, HiFluor488, 10 min | Potency, µM (highest dose often 115 µM), inactives show at the highest dose activity, negative = inhibition, usual class: inhibitors | hit rate 0.009% among 390,000; active means well fitted inhibition curve with a large enough effect in the polarisation, with a control signal flat, not every such curve was filed as active; inconclusive means small, poorly fitted or top-dose-only effect, or effect the other way, or a change in a side signal; inactive means no such curve, though single readings can be large or run the other way; the % refers to the polarisation; further: potency means the concentration at half of the fitted maximal effect; on the % scale 0 is the no-effect control and ±100 the full control effect
Tb PGK inh: inhibitors of T. brucei phosphoglycerate kinase; P07378; PGK/GAPDH coupled, Kinase-Glo luminescence, 60 min; Potency, µM (top dose mostly 57.5 µM), for the others: top-dose activity change, negative = inhibition, actives largely listed as inhibitors; hit rate 0.043% among 380,000; AID 602233; further: potency means the concentration at half of the fitted maximal effect; on the % scale 0 is the no-effect control and ±100 the full control effect; nearly all actives have a fitted effect of over 60% in size
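Recombinant glycosomal PGK reaction used 1,3-bisphosphoglycerate generated in-well by GAPDH (100nM final) in 100mM TEA pH 7.6, 5mM MgCl2, 0.01% Tween-20. After 60 minutes at room temperature, ATP was read by Kinase-Glo Plus luminescence end-point.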
ERG Ets-DNA blk: blocks human ERG Ets domain binding to DNA; P11308; fluorescence polarization, His-ERG Ets domain / labelled DNA; Potency, µM (series often up to 76.9 µM), for inactives: at the top dose FP activity, negative = inhibition, most hits filed as inhibitors; hit rate 0.028% among 370,000; active means well fitted inhibition curve with a large enough effect in the polarisation, with a control signal flat; inconclusive means small, poorly fitted or top-dose-only effect, or effect the other way, or a change in a side signal; inactive means no such curve, though single readings can be large or run the other way; the % refers to the polarisation;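 further: polarization taken with two DNA probes labelled with fluorescein and Texas red; potency means the concentration at half of the fitted maximal effect; % of control where 0% means no effect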
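His-tagged ERG Ets domain (1 uM in the protein solution; 300mM KCl, 50mM Tris-HCl, 1mM EDTA, 1mM DTT, pH 7.5) received compound, then a probe mix of 5 nM fluorescein-DNA and 100nM Texas-615-DNA. Fluorescence polarization was read for both dyes.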
BAZ2B inh: inhibitors of human BAZ2B bromodomain; hit rate 4.4% among 360,000; AlphaScreen BAZ2B-H3K14Ac peptide displacement; AID 504333; Potency, µM (top dose mostly 114 µM), inactives show at the highest dose activity change, negative = inhibition, hits mostly inhibitors; further: potency means the concentration at half of the fitted maximal effect; on the % scale 0 is the no-effect control and ±100 the full control effect; nearly all actives have a fitted effect of over 60% in size
Target sequence (Q9UIF8 whole entry, looked up): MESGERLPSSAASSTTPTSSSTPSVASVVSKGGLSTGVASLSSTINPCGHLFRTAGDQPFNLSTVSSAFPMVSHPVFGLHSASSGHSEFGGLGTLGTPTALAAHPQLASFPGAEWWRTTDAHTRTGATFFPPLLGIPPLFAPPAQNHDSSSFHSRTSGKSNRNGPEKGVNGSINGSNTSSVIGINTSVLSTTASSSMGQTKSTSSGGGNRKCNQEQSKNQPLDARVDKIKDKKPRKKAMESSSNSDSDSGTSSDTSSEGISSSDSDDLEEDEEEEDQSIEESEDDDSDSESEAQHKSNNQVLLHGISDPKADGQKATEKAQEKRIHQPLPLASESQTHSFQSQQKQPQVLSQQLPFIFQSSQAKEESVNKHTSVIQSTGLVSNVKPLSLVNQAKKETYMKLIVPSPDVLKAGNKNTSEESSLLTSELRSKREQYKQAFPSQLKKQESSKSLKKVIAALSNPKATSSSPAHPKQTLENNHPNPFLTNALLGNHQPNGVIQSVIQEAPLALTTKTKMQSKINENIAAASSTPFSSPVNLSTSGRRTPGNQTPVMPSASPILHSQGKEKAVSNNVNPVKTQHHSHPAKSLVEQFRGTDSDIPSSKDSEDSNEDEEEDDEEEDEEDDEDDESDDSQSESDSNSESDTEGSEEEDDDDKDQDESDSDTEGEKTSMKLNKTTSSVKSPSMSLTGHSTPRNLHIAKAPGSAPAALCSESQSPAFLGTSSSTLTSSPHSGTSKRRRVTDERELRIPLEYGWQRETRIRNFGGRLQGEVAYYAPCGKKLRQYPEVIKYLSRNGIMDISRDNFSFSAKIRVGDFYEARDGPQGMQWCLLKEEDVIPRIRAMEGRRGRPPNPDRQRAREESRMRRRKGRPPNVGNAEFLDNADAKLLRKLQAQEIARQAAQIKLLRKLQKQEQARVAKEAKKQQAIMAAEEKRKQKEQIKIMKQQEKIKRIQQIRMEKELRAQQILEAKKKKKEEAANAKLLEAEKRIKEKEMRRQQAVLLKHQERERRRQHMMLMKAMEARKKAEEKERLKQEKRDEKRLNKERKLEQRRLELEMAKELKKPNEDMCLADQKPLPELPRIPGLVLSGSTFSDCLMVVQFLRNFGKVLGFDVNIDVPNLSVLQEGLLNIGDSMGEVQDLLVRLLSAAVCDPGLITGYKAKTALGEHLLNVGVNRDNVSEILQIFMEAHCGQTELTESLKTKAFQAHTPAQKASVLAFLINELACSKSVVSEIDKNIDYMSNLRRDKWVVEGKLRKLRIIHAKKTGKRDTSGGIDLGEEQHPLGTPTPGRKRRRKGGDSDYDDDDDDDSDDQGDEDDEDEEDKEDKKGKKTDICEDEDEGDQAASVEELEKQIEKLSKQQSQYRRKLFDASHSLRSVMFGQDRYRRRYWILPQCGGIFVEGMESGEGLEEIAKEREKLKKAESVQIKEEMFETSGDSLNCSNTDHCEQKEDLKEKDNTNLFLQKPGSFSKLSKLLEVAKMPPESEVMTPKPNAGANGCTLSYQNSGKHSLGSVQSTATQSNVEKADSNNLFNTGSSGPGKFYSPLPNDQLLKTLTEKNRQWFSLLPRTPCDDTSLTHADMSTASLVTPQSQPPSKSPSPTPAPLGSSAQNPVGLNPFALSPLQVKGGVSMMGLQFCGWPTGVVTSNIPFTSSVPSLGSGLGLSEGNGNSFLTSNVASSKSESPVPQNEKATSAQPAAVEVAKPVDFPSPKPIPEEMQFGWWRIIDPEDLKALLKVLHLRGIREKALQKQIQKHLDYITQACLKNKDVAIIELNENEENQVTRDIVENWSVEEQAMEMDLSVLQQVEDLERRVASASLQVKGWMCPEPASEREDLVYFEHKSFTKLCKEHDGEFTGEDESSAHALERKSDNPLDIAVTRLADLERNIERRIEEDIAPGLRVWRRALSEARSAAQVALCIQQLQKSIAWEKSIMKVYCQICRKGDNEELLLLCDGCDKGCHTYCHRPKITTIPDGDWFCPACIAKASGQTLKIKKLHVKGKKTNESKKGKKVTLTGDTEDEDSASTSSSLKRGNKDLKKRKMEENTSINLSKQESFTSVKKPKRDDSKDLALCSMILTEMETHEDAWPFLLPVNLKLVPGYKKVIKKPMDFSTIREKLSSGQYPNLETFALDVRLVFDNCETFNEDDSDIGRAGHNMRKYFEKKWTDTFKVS
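In this displacement format the biotinylated H3(5-23) peptide acetylated at Lys14 serves as ligand at 50 nM, with BAZ2B at 50 nM in PBS pH 7.4 containing 0.01% Tween-20. Donor and acceptor beads are 10 ug/mL final.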
GLS inhibitor: inhibitors of human glutaminase (GLS). O94925. GLS enzymatic activity, qHTS titration. Potency, µM (titrated, usually from 45.5 µM), for the others: at the top dose activity change, negative = inhibition, most hits filed as inhibitors. hit rate 0.21% among 410,000; further: potency means the concentration at half of the fitted maximal effect; on the % scale 0 is the no-effect control and ±100 the full control effect
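hKGA in 45 mM KH2PO4 pH 8.2, 0.02% Tween-20 with pin-transferred compounds; 1 mM L-glutamine (stock) plus glutamate oxidase/HRP/Amplex Red coupling added. Fluorescence read initially and after 30 min at RT.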
PI4K2A block: blocks human PI4K2A kinase activity | purified PI4K2A, ADP-Glo luminescence, 1 h; hits give low values | activity change, negative = inhibition, % at 76.9 µM | Q9BTU6 | hit rate 0.13% among 420,000 | AID 1346378; in the data active means activity change below about -50%; inconclusive means mostly about -30% to -49%;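 further: -100% = wells without enzyme as full effect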
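PI4K2A activity was measured by ADP-Glo luminescence: enzyme (4 ug/mL stock) and phosphatidylinositol (1.2 mM stock) in Tris pH 7.5/MgCl2/EGTA/Triton X-100 buffer were reacted with ATP (300 microM stock) for one hour at ambient temperature.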
JMJD2A Tudor inh: blocks the human JMJD2A Tudor domain; O75164; AlphaScreen JMJD2A-Tudor / H3K4me3 peptide binding; Potency, µM (highest dose often 114 µM), without a hit: at the highest dose activity change, negative = inhibition, hits mostly inhibitors; hit rate 4.4% among 390,000; further: potency means the concentration at half of the fitted maximal effect; on the % scale 0 is the no-effect control and ±100 the full control effect; nearly all actives have a fitted effect of over 50% in size
An asterisk follows results filed as active; i = inactive; u = inconclusive; x = not tested or not shown; [ ] = another dose, or the depositor's remark. Unless noted, the call rests on the fitted dose curve; in most records, active means well fitted curve in the direction sought with a large enough effect; inconclusive means small, poorly fitted or top-dose-only effect, or another doubt; inactive means no such curve, though single readings can be large; an effect the other way counts as inactive or inconclusive.

smiles	G9a inh	ERG Ets-DNA blk	PI4K2A block	GLS inhibitor	JMJD2A Tudor inh	Tb PGK inh	BAZ2B inh	Pin1 inhibitor	HP1b binding inh
COc1ccccc1/C=[N+](\[O-])C1SC(=S)N(C)C1(C)C (stereo not drawn)	0%	3%	-1	3%	13%	-6%	-2%	1%	34%
c1ccc2c(Nc3nc4c(s3)CCCC4)cccc2c1	8%[0.0925 µM]	-1%	3	3%	-28%[57.1 µM]	i	50µM*	-1%	u
O=C(Nc1cccc(Cl)c1)N1CCN2C(=O)c3ccccc3C12c1ccccc1 (stereo not drawn)	14%[59 µM]	0%	1	-30%	-34%[11.4 µM]	-2%	6%[57.1 µM]	0%	-12%
CCOc1ccccc1NC(=O)Cn1c(=O)nc(-c2ccccc2F)c2cc(Cl)ccc21	6%[59 µM]	-1%	0	-11%	-7%	5%	-8%	4%	10%
CCN(CC)S(=O)(=O)c1cccc(-c2nnc(SCC(=O)NC3CCCCCC3)n2N)c1	3%	5%	-3	-14%	-16%	-10%	0%	46%[activator]	15%
CC1CCc2c(sc3ncn(CC(=O)N4CCCCC4)c(=O)c23)C1 (stereo not drawn)	x	-18%	1	-3%	-8%	i	-7%	9%	28%
Cc1ccc(NC(=O)C2CC(=O)N(c3ccc4c(c3)OCCO4)C2)cc1S(=O)(=O)N(C)C (stereo not drawn)	-26%	-1%	2	-5%	-5%	-5%	3%	1%	19%
CCCN(CCC)C(=S)NC(=O)c1ccc(-c2ccccc2)cc1	30%[12.7 µM]	-10%	4	-7%	50µM*	7%	u	-1%	16%
Cc1ccc(NC(=O)CCl)cc1S(=O)(=O)N1CCCCCC1	u	0%	3	5%	4%	4%	x	5%	33%
NC(=O)c1ccc(-n2nnnc2SCC(=O)Nc2ccc(F)cc2)cc1	-10%[2.33 µM]	-12%	-3	39%[activator]	-3%	-6%	5%	9%	22%

Marked active in JMJD2A Tudor inh, of those listed so far:
smiles	G9a inh	ERG Ets-DNA blk	PI4K2A block	GLS inhibitor	JMJD2A Tudor inh	Tb PGK inh	BAZ2B inh	Pin1 inhibitor	HP1b binding inh
CCCN(CCC)C(=S)NC(=O)c1ccc(-c2ccccc2)cc1	30%[12.7 µM]	-10%	4	-7%	50µM*	7%	u	-1%	16%

Later entries:
smiles	G9a inh	ERG Ets-DNA blk	PI4K2A block	GLS inhibitor	JMJD2A Tudor inh	Tb PGK inh	BAZ2B inh	Pin1 inhibitor	HP1b binding inh
N#C/C(C(=O)NCc1ccccc1)=C1/SC(Cc2ccc(Cl)cc2)C(=O)N1c1ccccc1 (stereo not drawn)	-6%	4%	-1	-1%	-9%	x	-25%	39%[activator]	61%[activator]
COc1cccc(C(=O)c2cn(CC(=O)NCCc3ccccc3)c3nc(C)ccc3c2=O)c1	9%[59 µM]	12%	-2	-3%	4%	1%	2%	12%	28%
Cc1cc(Nc2ccc(N3CCC(C)CC3)cc2)n2ncnc2n1	-50%[12.7 µM]	-1%	2	33%	u	x	56µM*	-7%	1%
O=C(C[C@@H]1C/C=C/CC[C@@H](Cc2ccc(F)cc2)C(=O)O[C@H](c2ccccc2)CNC1=O)NCCO	x	-12%	4	-7%	1%	-9%	x	-9%	44%[activator]
Brc1ccc(OCCOc2cccc3cccnc23)cc1	14%	0%	0	4%	5%[57.1 µM]	1%	-3%	17%	33%
COc1cccc(CNC(=O)C2(c3cccs3)CCOCC2)c1	1%[59 µM]	-4%	3	3%	-2%	i	0%	1%	32%
Cc1oc(-c2ccccc2Cl)nc1CSc1nc2ncccc2[nH]1	-32%[59 µM]	-1%	-1	4%	-5%	3%	-1%	-7%	41%[activator]
CCNc1nc(Cl)nc(NCCOc2ccc(C)cc2)n1	-9%[59 µM]	-13%	-1	-4%	-10%	-3%	-3%	-1%	19%
O=C(Nc1ccc(-n2cnnn2)cc1)c1cn2ccccc2n1	-20%	-8%	2	-1%	-8%	-10%	-7%	-3%	31%
Cc1cc(C)nc(SCc2nnc(SCC(=O)N3CCCc4ccccc43)o2)n1	-2%	2%	2	9%	-20%	x	2%	10%	19%

The list continues:
smiles	G9a inh	ERG Ets-DNA blk	PI4K2A block	GLS inhibitor	JMJD2A Tudor inh	Tb PGK inh	BAZ2B inh	Pin1 inhibitor	HP1b binding inh
CCc1ccc(N(C(C)=O)c2nc(CCl)cs2)cc1	18µM*	-3%	-29	17%	-7%	11%	-23%	4%	45%[activator]
CCCN1C2CCCC1CC(NC(=O)NC13CC4CC(CC(C4)C1)C3)C2 (stereo not drawn)	-2%[0.501 µM]	2%	0	2%	12%	-12%	19%	8%	31%[activator]
CN(C)C(=O)c1nc2ccc(Cl)cn2c1CN1CCCC(OCc2ccccc2)C1 (stereo not drawn)	x	-1%	0	-8%	-6%	5%	-1%	-18%	34%
CCOC(=O)CSc1nc2ccccc2c(=O)[nH]1	u	1%	3	1%	-9%	0%	9%	4%	49%[activator]
Cc1ccc(-n2ncc(C(=O)N3CCN(c4cccc(C)c4)C(C)C3)c2C2CCN(C(=O)OC(C)(C)C)CC2)cc1 (stereo not drawn)	u	2%	-4	-7%	u	-4%	-35%[57.1 µM]	u	-13%
O/N=C1/CCc2nonc2/C1=N/O	0.71µM*	1%	-1	29%	u	-3%	10µM*	7%	13%
Cc1sc2nc[nH]c(=O)c2c1-c1ccc(Cl)cc1	x	5%	-3	3%	-12%	-9%	-2%	-12%	28%
Cc1ccc(NC(=O)c2ccc(OC(=O)c3ccco3)cc2)cc1	15%[59 µM]	x	5	3%	-3%	-4%[11.5 µM]	-4%	4%	28%
O=C(Oc1ccccc1F)c1nc(SCc2ccccc2F)ncc1Cl	-3%[59 µM]	-5%	-17	27%	7%	-17%	34%	-4%	55%[activator]
CC(=O)c1nc2ccccc2n1Cc1ccccc1	4%	3%	-3	-2%	1%	-2%	1%	-3%	50%[activator]

Full records, quoted from the list. Order of screens: G9a inh | ERG Ets-DNA blk | PI4K2A block | GLS inhibitor | JMJD2A Tudor inh | Tb PGK inh | BAZ2B inh | Pin1 inhibitor | HP1b binding inh
O/N=C1/CCc2nonc2/C1=N/O reads 0.71µM* | 1% | -1 | 29% | u | -3% | 10µM* | 7% | 13%
CC(=O)c1nc2ccccc2n1Cc1ccccc1 reads 4% | 3% | -3 | -2% | 1% | -2% | 1% | -3% | 50%[activator]

Other records follow.
smiles	G9a inh	ERG Ets-DNA blk	PI4K2A block	GLS inhibitor	JMJD2A Tudor inh	Tb PGK inh	BAZ2B inh	Pin1 inhibitor	HP1b binding inh
COCc1cc(C)nc(OCC(=O)N/N=C/c2ccc(-c3cc([N+](=O)[O-])ccc3C)o2)c1C#N	-4%[59 µM]	7%	6	-3%	-7%	-6%	5%	u	6%
CC(=O)N1CCN(c2ccc(NC(=O)c3ccc4ccccc4c3)cc2)CC1	11%	-3%	2	-8%	1%	-7%	7%	-4%	20%
O=C(CSc1nnc(C2CC2)n1-c1ccccc1)NCCc1ccc(F)cc1	5%[12.7 µM]	11%	1	0%	-26%	-4%	0%	-9%	16%
COc1cc2[nH]c3c(N4CCN(c5ccccn5)CC4)ncnc3c2cc1OC	45µM*	u	5	7%	-28%	1%	u	-5%	-9%
COc1cc(NC(=O)c2cc(CC(C)C)on2)c(OC)cc1Cl	u	6%	1	0%	36%[activator]	-3%	38%	1%	56%[activator]
CC(C)C(NC(=O)c1ccc(Cl)cc1Cl)C(=O)N1CCN(S(=O)(=O)c2ccccc2)CC1 (stereo not drawn)	x	-3%	-3	0%	-7%	4%	x	u	8%
O=C(NCc1ccc(S(=O)(=O)Nc2ccccc2Cl)s1)c1ccccc1	79µM*	u	0	0%	-4%	7%	0%	0%	43%[activator]
Nc1nnc(-c2ccc([N+](=O)[O-])o2)s1	x	2%	-3	1%	-3%	-11%	x	8%	33%[57 µM]
Clc1ccc(N2CCN(c3ccnc(Cl)n3)CC2)cc1	x	6%	1	-16%	-1%	-9%	x	4%	25%
O=C(COc1ccccc1)N(CCc1ccccc1)c1nc(-c2ccc(F)cc2)cs1	-2%[59 µM]	-1%	3	0%	-3%	-6%	7%	3%	33%

Next structures:
smiles	G9a inh	ERG Ets-DNA blk	PI4K2A block	GLS inhibitor	JMJD2A Tudor inh	Tb PGK inh	BAZ2B inh	Pin1 inhibitor	HP1b binding inh
O=C(c1cnn(-c2ccccc2)c1)c1cc(F)ccc1O	0%	u	3	-3%	-8%	-4%	-1%	-5%	11%
CCOC(=O)c1ccccc1NC(=O)c1cn(CC(C)C)c(=O)c2cc(OC)c(OC)cc12	1%[59 µM]	2%	-1	-1%	0%	11%	4%	5%	32%[activator]
CC(NC(=O)CN1C(=O)COc2ccc(S(=O)(=O)N3CCCCCC3)cc21)c1ccccc1 (stereo not drawn)	-7%[59 µM]	-1%	-1	0%	-9%	-9%	-14%	-2%	17%
COc1ccc(S(=O)(=O)N2CCCOC2CNC(=O)C(=O)NCCCn2ccnc2)cc1 (stereo not drawn)	6%	5%	-2	0%	-12%	-8%	79µM*	2%	20%
